hiPSC survival = hiPSC single-cell survival enhancement | ATPlite luminescence; 100% = ROCK inhibitor wells, 0% = DMSO | survival enhancement, % at 20 µM | 0.044% of 360,000 active; in the data active = survival enhancement above about 18%;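 note: cells exposed to compounds for 16 hours before the ATP read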
H9c2 protect = protects H9c2 cardiomyocytes from peroxide injury. H2O2 injury protection, ATPLite, 2 h. 0.63% of 360,000 active. protection from H2O2 cell death, % at 20 µM;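 active = compounds giving at least 50% protection of heart cells from peroxide-induced death in the single-dose screen, raw or plate-pattern-corrected value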;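 note: 0% = DMSO wells with peroxide and 100% = DMSO wells without peroxide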
ABHD5-PLIN5 inh = blocks binding of human ABHD5 to perilipin-5. Q00G26+Q8WTS1. Split G. princeps luciferase complementation, luminescence, 4 h. inhibition, % at 4 µM. 0.78% of 360,000 active. AID 602281;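 active = inhibition above the mean inhibition across every tested compound plus 3 SD, cut at about 22% in these data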;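 note: 0% = DMSO only wells and the 100% control is not disclosed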
MC4R barr agon = agonists of human melanocortin 4 receptor (MC4R) beta-arrestin; P32245; U2OS MC4R beta-arrestin complementation, luminescence; percent of melanotan II response, DMSO zero; activation, % at 8.9 µM; AID 540308; 0.98% of 360,000 active;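 active = activation above a per-plate cutoff, the mean activation of sample wells on that plate plus 3 SD, cut at about 8% in these data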
MC4R antagonist = blocks human MC4R cAMP signaling | P32245 | MC4R-expressing cells, MTII-stimulated cAMP, LANCE TR-FRET | inhibition, % at 6.5 µM | 0.48% of 360,000 active | AID 540295;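 active = inhibition above its plate's cutoff, the mean of tested wells on that plate plus 3 SD, cut at about 29% in these data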;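 note: 0% = Melanotan II alone and 100% = Melanotan II plus saturating MCL0020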
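material = U2OS cells stably expressing human melanocortin 4 receptor (MC4R) | also added = Melanotan II challenge | dosing = single nominal compound dose of 6.5 µM | detection = TR-FRET with Eu-cAMP and labeled anti-cAMP, 671 nm | replication = singlicate | timing = compound 30 min, challenge 1 h, detection 1 h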
Exocytosis inh = lytic granule exocytosis inhibition; AID 651702; 0.66% of 360,000 active; TALL-104 LAMP-1 surface exposure, flow cytometry; cells stimulated with thapsigargin and PMA; inhibition, % at 10 µM;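 active = inhibition above about 55%, limit read from the data; inconclusive = no clear call, values can overlap the other calls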
aDG glyco act = alpha-DG glycosylation activation; Pro5-aDG cells, alpha-DG glycosylation AlphaScreen (IIH6); 0% Pro5, 100% B10-LARGE cell signal; activation, % at 10 µM; 0.22% of 360,000 active; AID 624168;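 active = activation of at least 8% versus controls, or a plate z-score of at least 8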;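 note: Pro5 are CHO cells carrying HIG-tagged alpha-DG that lacks glycosylation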
m5-HT2A agonist = agonists of mouse serotonin 5-HT2A receptor (HTR2A); P35363; 0.66% of 360,000 active; activation, % at 7.6 µM; CHO-K1 mHTR2A beta-arrestin complementation, luminescence; percent of 30 µM serotonin response;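 active = activation above a run cutoff, the mean activation of all tested compounds plus 3 SD, cut at about 14% in these data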;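 note: 0% = plate median of compound wells and 100% = 30 µM serotonin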
Glyco luc inh = N-linked glycosylation inhibition; D54 ERlucT glycosylation luciferase reporter, 24 h; percent of 100 nM tunicamycin response; reporter increase, % at 12.5 µM; 0.23% of 360,000 active; AID 588692;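 active = mean luciferase reporter signal, scaled so untreated is 0 and the glycosylation-blocking control 100, at or above a set limit in every replicate; inconclusive = mean reaches the limit but not every replicate does; inactive = mean below the limit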;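 note: luciferase carries N-glycosylation sites so blocking glycosylation raises the light; 0% = median of neutral control wells and 100% = median of 100 nM tunicamycin wells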
ABCB6 inh MLPCN = inhibitors of human ABC transporter ABCB6 | Q9NP58 | K562-ABCB6 porphyrin accumulation, flow cytometry, 1 h; stronger effect = lower value | fluorescence ratio to DMSO, % at 10 µM | 0.19% of 360,000 active | AID 602162;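 active = fluorescence ratio to DMSO below 75%, the collection mean minus 3 SD; inconclusive = too few cells collected in the well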;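 note: signal is porphyrin accumulated inside mitochondria; 100% equals median channel fluorescence of DMSO control wells; lower ratio means ABCB6 inhibition with less porphyrin fluorescence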
Target sequence (Q9NP58 whole entry, looked up): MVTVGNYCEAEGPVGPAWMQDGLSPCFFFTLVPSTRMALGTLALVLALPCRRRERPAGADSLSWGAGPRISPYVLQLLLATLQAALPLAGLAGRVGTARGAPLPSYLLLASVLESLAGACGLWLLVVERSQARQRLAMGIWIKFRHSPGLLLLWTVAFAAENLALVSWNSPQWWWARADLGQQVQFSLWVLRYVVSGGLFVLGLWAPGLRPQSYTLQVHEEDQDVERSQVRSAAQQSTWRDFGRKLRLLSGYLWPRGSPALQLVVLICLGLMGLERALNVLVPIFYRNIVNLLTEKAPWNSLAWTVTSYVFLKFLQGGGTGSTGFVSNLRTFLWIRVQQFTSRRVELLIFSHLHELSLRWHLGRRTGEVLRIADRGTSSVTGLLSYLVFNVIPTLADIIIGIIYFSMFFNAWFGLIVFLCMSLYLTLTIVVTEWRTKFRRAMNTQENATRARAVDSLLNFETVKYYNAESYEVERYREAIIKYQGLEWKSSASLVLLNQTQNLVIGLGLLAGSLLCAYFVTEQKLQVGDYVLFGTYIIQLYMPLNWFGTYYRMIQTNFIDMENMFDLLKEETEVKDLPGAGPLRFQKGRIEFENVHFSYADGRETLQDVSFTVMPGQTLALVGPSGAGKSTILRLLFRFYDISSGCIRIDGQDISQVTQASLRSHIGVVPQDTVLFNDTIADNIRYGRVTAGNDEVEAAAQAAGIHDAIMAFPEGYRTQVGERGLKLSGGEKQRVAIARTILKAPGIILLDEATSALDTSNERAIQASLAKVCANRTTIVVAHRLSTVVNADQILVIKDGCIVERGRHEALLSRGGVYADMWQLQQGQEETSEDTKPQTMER
Numbers without * were called inactive; ? = inconclusive; . = no result given. Rows were taken by chance; 4.5% or so of the library scored in one or more.

Values in the order – m5-HT2A agonist	ABHD5-PLIN5 inh	MC4R antagonist	aDG glyco act	ABCB6 inh MLPCN	hiPSC survival	MC4R barr agon	H9c2 protect	Exocytosis inh	Glyco luc inh
- Cc1cc(Nc2ccc(N3CCC(C)CC3)cc2)n2ncnc2n1
→ 2	0	6	0.3	97	-1.6	-1.2	-10	6	3
- COc1ccc2c(O)c(-c3c(C)cc(C)cc3C)c(=O)[nH]c2c1
→ 5	2	12	-0.1	105	-0.6	1.5	12	-1	-1
- CCC(C)Nc1nc(-c2c[nH]c3ccccc23)cs1 (stereo unspecified)
→ -10	-11	1	7.7*	120	0.2	-2.4	-7	-44	-1
- CCOC(=O)c1c(NC(=O)OC)sc2c1CCC2
→ 2	-1	3	0.2	89	6.0	1.4	0	-2	0
- CC1CCC2(CC1)NC(=O)N(CC(=O)NCc1ccc3c(c1)OCO3)C2=O (stereo unspecified)
→ 0	1	13	-0.1	95	0.8	-0.1	0	-1	-1
- COc1ccc(NC(=O)C2CCN(C(=O)[C@@H]3Cc4ccccc4CN3C(=O)OC(C)(C)C)CC2)cc1
→ -1	3	15	0.1	96	-0.3	-1.6	16	6	2
- Cc1ccccc1OC(C)C(=O)NCCCN1CCOCC1 (stereo unspecified)
→ -2	-3	-2	0.1	95	-0.4	-3.6	0	-4	1
- COc1ccc(Nc2nc(-c3cccc(OC)c3O)nc3ccccc23)cc1
→ -1	-2	17	-0.2	100	-0.3	0.9	0	27	-1
- CN1CCN(C(=O)CCN2C(=O)c3ccccc3C2=O)CC1
→ -1	-4	10	-0.4	100	0.3	-0.5	2	-6	-2
- CCc1ccc(-c2nn[nH]n2)cc1
→ 0	-7	8	-0.2	95	0.0	-0.2	-5	1	2
- Cc1cc2c(Nc3ccccc3O)ncnc2s1
→ 7	3	5	0.3	103	0.3	-0.5	0	-5	0
- O=C(Nc1cccc2ccccc12)N1CCN(c2ncccn2)CC1
→ 3	-2	18	-0.2	97	-0.2	2.0	-5	10	0
- O=C(c1ccccc1)N1CCN(S(=O)(=O)N2CCOCC2)CC1
→ -2	1	1	-0.3	95	1.1	-1.9	2	1	0
- COCCNC(=S)NN(c1ccccc1)c1ccccc1
→ 8	1	-1	0.4	94	-0.1	-1.6	13	-2	-1
- O=c1cc2c(=O)oc3cc(O)c(O)oc3c2c(O)c1O
→ 10	1	2	0.2	98	-0.7	0.2	-3	-10	0
- O=C1C(Cc2ccccc2)Nc2ncnc(N3CCc4ccccc4C3)c2N1Cc1ccccc1 (stereo unspecified)
→ 1	-7	11	0.2	100	2.9	-0.4	2	-4	-2
- COc1cc([N+](=O)[O-])c(N2CCOCC2)c([N+](=O)[O-])c1OC
→ 5	7	6	0.1	97	-0.8	-0.5	-4	2	-2
- CCN(CC)c1ccc(Nc2nc(Cl)ncc2Br)cc1
→ 1	-8	4	-0.3	94	0.1	1.0	0	-9	-2
- COCC(=O)Nc1cc(C)c2c(=O)oc3ccccc3c2n1
→ 4	4	7	-0.3	97	-0.9	-0.1	8	-3	8
- CCC(=O)N1CCc2cc(Br)cc(S(=O)(=O)NCCN3CCCC3)c21
→ 3	-4	4	0.0	96	-0.2	-0.4	2	-1	3
- O=S(=O)(c1ccc(F)cc1F)N1CCN(CCO)CC1
→ -2	7	3	-0.1	95	-0.3	2.2	-3	-3	1
- O=C(/C=C/c1ccccn1)c1ccc(Br)cc1O
→ 0	-1	8	-0.3	96	-0.3	0.2	19	1	12
- Cn1ncc(Cl)c(Oc2ccc(C(C)(C)C)cc2)c1=O
→ -2	-5	4	0.1	95	0.7	-1.0	1	28	2
- COC(=O)c1ccc(C(=O)OC)c(NC(=O)CSc2n[nH]c(N)n2)c1
→ -3	-1	2	-0.2	90	1.4	-2.9	-1	1	1
- COC(=O)c1cc(O)cc(OC)c1Oc1cc(C)cc(O)c1C(=O)O
→ -3	-7	-4	-0.2	103	-4.3	-1.0	-4	7	-9
- Cc1cc(C(F)(F)F)c2c(C)nn(CCc3nn[nH]n3)c2n1
→ -1	1	5	0.1	98	8.4	-1.8	1	4	-1
- Cn1ccc2c(-c3cncc4ccccc34)cc3c(c21)C1CCC3O1 (stereo unspecified)
→ 3	21	.	-0.1	99	0.0	.	-3	-8	0
- Cc1ccc(N(CCC#N)C(=O)COC(=O)c2ccccc2SCC(=O)N2CCCC2)cc1
→ -8	5	18	-0.2	104	0.7	-1.4	-4	5	1
- Cc1nnc(SCC(=O)Nc2nc(-c3ccc(F)cc3)cs2)[nH]c1=O
→ 3	0	12	0.6	96	-0.3	-1.8	1	1	1
- CC1CCCN(c2nc3nonc3nc2Nc2ccccc2F)C1 (stereo unspecified)
→ 1	0	5	-0.4	101	0.1	-1.7	-3	2	-3
- CCOC(=O)C1=C(C)N(CCCC(=O)O)C(=O)NC1c1cccs1 (stereo unspecified)
→ -1	6	2	0.0	100	-1.1	-0.5	-1	-2	0
- CCCOc1ccc(NC(=O)CC2C(=O)N(CC)C(=S)N2Cc2cccs2)cc1 (stereo unspecified)
→ -5	-13	7	0.2	98	-2.3	4.8	-4	0	-2
- Cc1ccc(C)c(CN2C(=O)CSc3ccc(C(=O)N4CCCC4)cc32)c1
→ -1	3	10	0.1	100	0.0	-0.7	-11	2	-4
- O=C(N[C@H](Cc1cc(=O)[nH]c2ccccc12)C(=O)O)c1ccc(Cl)cc1
→ -6	3	2	0.0	97	-0.7	-0.5	6	21	-3
- CC(C)c1cc(C(=O)OCC(=O)N2CCN(C(=O)c3ccco3)CC2)c(O)c(C(C)C)c1
→ -1	-6	-4	0.2	97	-0.5	-2.2	2	-7	3
- CCOC(=O)c1ccc(-c2ccc3ncnc(N(C)Cc4sccc4C)c3c2)o1
→ 3	10	12	0.4	95	-1.0	1.6	30	2	0
- NS(=O)(=O)c1ccc(CCNC(=O)C(=O)Nc2cc3c4c(c2)CC(=O)N4CCC3)cc1
→ -8	12	9	-0.2	95	-0.5	-0.9	40	16	0
- COc1ccc(-n2nc(C(=O)NCC(=O)N3CCCC3)c3ccccc3c2=O)cc1
→ 4	7	10	-0.2	99	-0.3	0.2	-6	?	0
- CCN(CC)CCOC(=O)c1ccc(NC(=O)c2cn(-c3ccccc3)nc2-c2cccs2)cc1
→ -9	13	0	-0.4	95	-2.4	1.2	-21	90*	-3
- Cc1cccnc1NC(=O)Cn1c(=O)oc2ccccc21
→ 1	8	9	0.2	99	0.3	2.6	-5	0	-1
- CCOc1ccc2nc(N3CCCC(C(=O)NC4CCCC4)C3)sc2c1 (stereo unspecified)
→ 10	2	-4	0.8	106	-0.7	-2.4	-8	9	-3
- O=C(CSc1nc2ncccc2[nH]1)NCc1ccco1
→ -2	7	1	0.0	96	-0.5	-0.5	-3	3	0
- COc1ccc(C(c2c(O)nc(SC)n(C)c2=O)c2c(O)nc(SC)n(C)c2=O)cc1O
→ -1	-3	9	-0.3	102	-1.5	-4.5	2	0	2
- COc1ccc(NC(=O)Cc2c(C)n(C(=O)c3ccc(Cl)cc3)c3ccc(OC)cc23)cc1
→ 4	-7	-1	0.4	102	-0.8	0.0	-16	0	-2
- CC(=O)c1ccccc1OCC(=O)Nc1cccc(S(=O)(=O)N2CCCC2)c1
→ 1	2	4	-0.1	91	-0.6	5.1	7	0	-1
- CCOC(=O)C1(c2ccccc2)SC(C(=O)OCC)(c2ccccc2)S1 (stereo unspecified)
→ 0	-5	21	0.3	99	0.9	1.4	-4	1	-1
- O=C(COC(=O)CCCNC(=O)c1ccc(Cl)cc1)NCc1ccccc1Cl
→ -2	-2	-2	-0.1	88	-2.4	3.5	-14	0	-1
- O=C(N/N=C/c1ccc(O)cc1O)c1ccc(CN2C(=O)c3cccc4cccc2c34)cc1
→ -2	6	-3	0.7	102	0.7	-2.3	52*	-2	-10
- COC(=O)CC1C(=O)NCCN1C(=O)Nc1cccc(Cl)c1 (stereo unspecified)
→ 4	4	10	-0.2	98	1.1	2.7	-5	-4	3
- Cc1ccc(NC(=O)NCc2ccccn2)c(C)c1
→ -3	4	3	2.5	103	0.2	-2.9	-4	2	0
- Cc1ccc(-c2nc3ccccc3[nH]2)s1
→ 3	14	13	-0.3	96	-2.1	1.6	-19	2	-6
- CCCNC(=O)C1CN(S(=O)(=O)c2ccc(Cl)s2)c2ccccc2O1 (stereo unspecified)
→ 4	0	11	-0.1	99	-0.4	-1.8	-5	-2	-2
- CC(=O)Nc1ccc(NC(=O)CSC2=NCCS2)cc1
→ 0	-16	3	0.7	104	-1.1	-0.4	1	-2	3
- Cc1cc(=O)oc2cc(OCCCC[n+]3ccccc3)ccc12
→ 7	-5	-2	-0.2	98	-0.6	-1.9	13	5	3
- Cc1ccc(S(=O)(=O)SCCCSS(=O)(=O)c2ccc(C)cc2)cc1
→ -2	13	15	0.2	101	-2.9	-0.6	-16	4	0
- CCc1cc(=O)oc2c(CNCc3ccccc3F)c(O)c(Cl)cc12
→ 2	9	2	-0.1	96	-0.3	-1.2	3	0	4
- O=C(O)c1ccccc1C(=O)c1ccc(Cl)cc1
→ -1	-1	5	0.0	97	-0.5	-1.7	1	-1	0
- CC(=O)Nc1nc2ccc(Br)cc2s1
→ 0	8	7	-0.2	96	0.4	-2.3	-14	0	-1

Bioassay records from PubChem.
